OPRM1-OPRD1 ag – agonists of OPRM1-OPRD1 heterodimerization, primary screen, cell-based, luminescence; Mu-type opioid receptor (Homo sapiens) + Delta-type opioid receptor (Homo sapiens), …; cells; activation, % at 9.3 µM; actives 0.3% (n = 340,000); in the data active = activation above about 18%;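 note: 0% = vehicle-treated cells and 100% = reference agonist; values of inactives mirror those of a sister screen read the other way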
SUMO Mot1 rescue – yeast Mot1-301 growth rescue at high temperature, primary screen, SUMOylation pathway inhibitor project, S. cerevisiae, ATP luminescence, 38.5C. S. cerevisiae Mot1-301 growth rescue; percent above DMSO median, 100 means doubled. growth rescue, % at 18.8 µM. actives 1% (n = 320,000). AID 2716, 2010;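 active = every valid replicate shows activation above 250% relative to neutral control wells; inactive = the rest, any valid replicate at or below 250%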;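 note: OY570 slx delta 5 strain wells were the positive control but not used for scaling; some compounds called inactive have numbers as strong as hits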
PfHsp90 set2 – growth inhibition of PfHsp90-expressing yeast, primary screen, antimalarial PfHsp90 inhibitor project, S. cerevisiae, BacTiter-Glo luminescence, single point, set 2 | AID 504621, 2011 | actives 0.32% (n = 310,000) | BacTiter-Glo ATP, 48 h; yeast lacking PDR1 and PDR3 efflux regulators | inhibition, % at 9.4 µM;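 active = every replicate shows inhibition above about 80%, whatever the replicate mean, limit read from the data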;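 note: 0% = DMSO neutral controls and 100% = 20 µM radicicol positive controls; yeast relying on Plasmodium falciparum Hsp90 in place of its own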
PKA-R1A act – activators of PKA-R1A holoenzyme, primary screen, biochemical, fluorescence polarization, Cy5-IP20, bovine R1A, mouse PKAc; actives 0.083% (n = 340,000); activation, % at 11.4 µM; PKA-R1A dissociation; scaled: DMSO 0%, 113 µM cGMP 100%; cAMP-dependent protein kinase type I-alpha regulatory subunit (Bos taurus) + …;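 active = percent activation above the mean of all tested compounds plus 3 SD, cut at about 19% in these data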;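 note: higher means more PKAc released from R1A so a rise in polarization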
Tat export inh – E. coli Tat export inhibitors, primary screen, MC4100, TorA-mCherry reporter, fluorescence, single point; inhibition, % at 10 µM; actives 0.036% (n = 340,000); AID 488895, 2010;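 active = mean replicate inhibition at least 50% and at least half of replicates individually reaching 50%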;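 note: exported cargo escapes ClpAP degradation while cytoplasmic cargo is degraded and loses fluorescence; 0% = median of neutral control wells and 100% = median of NaSCN control wells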
Ecoli viability – E. coli V3065 growth inhibition, primary screen, counter-screen for AddAB inhibitor project, absorbance, OD600. 18 h. actives 0.27% (n = 330,000). inhibition, % at 11.9 µM;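 active = inhibition above the campaign's mean inhibition across all tested compounds plus 3 SD, cut at about 9.9% in these data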;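 note: uninfected addAB+ strain grown without phage in ampicillin broth; 0% = DMSO wells and 100% = ciprofloxacin 0.95 µg/ml wells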
AddAB inh – growth inhibition of E. coli expressing H. pylori AddAB, primary screen, AddAB inhibitor project, absorbance; inhibition, % at 11.9 µM; actives 0.29% (n = 330,000); in the data active = inhibition above about 12%;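 note: 0% = vehicle wells of infected cells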
PKA-R2B activ – activators of PKA-R2B holoenzyme, primary screen, biochemical, fluorescence polarization, Cy5-IP20, human; PKA-R2B holoenzyme dissociation; R2B truncated from residue 108, S112A mutant; 0% DMSO only, 100% 113 µM cGMP; activation, % at 11.4 µM; actives 0.079% (n = 340,000); cAMP-dependent protein kinase catalytic subunit beta (Homo sapiens) + cAMP-dependent …;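 active = activation above a cutoff set at the mean over all compounds plus 3 SD, cut at about 18% in these data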;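 note: higher means more holoenzyme dissociation and a rise in polarization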
Target sequence (P31323 whole entry, looked up, other chains not shown, the tested form may be a part): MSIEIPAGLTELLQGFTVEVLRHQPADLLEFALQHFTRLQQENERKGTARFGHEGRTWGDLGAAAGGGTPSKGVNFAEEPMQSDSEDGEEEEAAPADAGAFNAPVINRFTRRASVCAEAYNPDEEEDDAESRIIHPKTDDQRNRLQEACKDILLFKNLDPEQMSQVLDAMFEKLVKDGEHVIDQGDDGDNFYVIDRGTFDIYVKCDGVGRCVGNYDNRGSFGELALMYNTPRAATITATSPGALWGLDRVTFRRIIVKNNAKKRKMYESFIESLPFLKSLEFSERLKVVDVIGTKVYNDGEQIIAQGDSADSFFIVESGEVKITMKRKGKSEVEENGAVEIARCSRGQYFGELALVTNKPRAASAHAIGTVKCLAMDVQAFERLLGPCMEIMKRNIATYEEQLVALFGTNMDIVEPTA
MOR-DOR inv ag – inverse agonists of MOR-DOR heterodimerization, primary screen, cell-based, luminescence; Mu-type opioid receptor (Homo sapiens) + Delta-type opioid receptor (Homo sapiens), …; cell-based MOR-DOR heterodimer luminescence, inverse agonism; inhibition, % at 9.3 µM; actives 0.21% (n = 340,000); in the data active = inhibition above about 22%, passing the limit was not always enough;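 note: 0% = cells with DMSO and 100% = wells without cells with DMSO; values of inactives mirror those of a sister screen read the other way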
phage Ecoli inh – growth loss of phage-infected E. coli, primary screen, RecBCD inhibitor project, absorbance, with phage, HTS. actives 0.26% (n = 360,000). inhibition, % at 11.9 µM. AID 651602, 2012; in the data active = inhibition above about 11%
HTR5A inv ctr – HTR5A inverse agonists in luminescence cell assay, primary screen, counter-screen for OPRM1-OPRD1 heterodimer inverse agonist project, full-deck HTS. inhibition, % at 9.3 µM. HTR5A cell line, inverse agonism. actives 0.083% (n = 340,000). 5-hydroxytryptamine receptor 5A (Homo sapiens), P47898. AID 504634, 2011; in the data active = inhibition mostly above about 23%, no sharp cut-off; inactive = mostly below about 18%;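 note: 0% = cells with DMSO and 100% = no-cell wells with DMSO; some compounds called inactive have numbers as strong as hits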
Target sequence (P47898 whole entry, looked up): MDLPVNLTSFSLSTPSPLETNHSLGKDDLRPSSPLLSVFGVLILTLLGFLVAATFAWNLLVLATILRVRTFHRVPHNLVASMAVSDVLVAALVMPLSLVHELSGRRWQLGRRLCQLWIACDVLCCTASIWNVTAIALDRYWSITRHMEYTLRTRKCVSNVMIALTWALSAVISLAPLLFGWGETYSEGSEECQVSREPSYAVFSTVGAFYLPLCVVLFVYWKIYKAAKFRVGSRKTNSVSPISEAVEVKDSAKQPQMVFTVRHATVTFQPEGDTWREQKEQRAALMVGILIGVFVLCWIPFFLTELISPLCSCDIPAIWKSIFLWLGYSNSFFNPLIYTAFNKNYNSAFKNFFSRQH
* hit, by the source's call; . = not tested or not shown.

Sequence of screens: OPRM1-OPRD1 ag	SUMO Mot1 rescue	PfHsp90 set2	PKA-R1A act	Tat export inh	Ecoli viability	AddAB inh	PKA-R2B activ	MOR-DOR inv ag	phage Ecoli inh	HTR5A inv ctr
> Cc1ccc(OCC(=O)N/N=C\c2cccn2C)c([N+](=O)[O-])c1
  -1.3	99	-12	-12	-7	-0.8	3.3	0	8	-0.2	4
> Cc1cc2c(cc1S(=O)(=O)N1CC(C)CC(C)C1)OCC(=O)N2 (stereo unspecified)
  5.0	-24	18	-8	7	0.7	-0.5	11	-27	3.5	-15
> COCCNc1c2c(nc3c(-c4ccccc4)c(C)nn13)CCC2
  -2.9	-5	-7	-12	4	-1.8	0.9	-12	15	4.2	7
> Cc1ccc(-c2nnn(CC(=O)N(CCN3CCOCC3)C(C(=O)NC(C)(C)C)c3ccco3)n2)cc1 (stereo unspecified)
  -3.0	140	9	-7	3	-1.0	3.5	-1	15	3.8	0
> Cc1ccccc1OCC(=O)OC(C(=O)c1ccccc1)c1ccccc1 (stereo unspecified)
  -1.3	-15	2	0	-2	2.3	4.4	-13	8	3.8	12
> O=C(O)CC(c1ccc(Br)cc1)N1Cc2ccccc2C1=O (stereo unspecified)
  -1.0	5	4	0	1	-0.3	-1.1	-8	5	4.0	0
> CN(C)c1ccc(NC(=O)CSc2nc(N)c(C(=O)Nc3ccc(N(C)C)cc3)s2)cc1
  1.1	466*	-15	-14	-1	0.1	1.2	6	-6	0.2	-19
> CCCCSc1nnc2c(n1)OC=Nc1ccccc1-2
  -1.9	.	-20	1	11	0.9	3.7	-4	10	-0.1	2
> O=C(O)CCCN1C(=O)C2C3C=CC(C2C1=O)C1C(=O)N(CCCC(=O)O)C(=O)C31 (stereo unspecified)
  -2.0	-18	-8	-6	0	-0.9	2.6	-5	10	4.6	-14
> Cc1ccc2c(c1)C1CC(C)(O2)N(c2cccc(C(=O)NC3CCN(Cc4ccccc4)CC3)c2)C(=O)N1 (stereo unspecified)
  -2.5	21	-69	5	1	2.7	3.6	7	13	1.1	-3
> O=C(Cc1cccc2ccccc12)Nc1ccc(O)cc1C(=O)O
  -2.0	1	10	-2	-4	-1.5	0.8	3	9	4.8	-9
> Cc1ccc(NS(=O)(=O)c2cccc(C(=O)NC3CCN(Cc4ccccc4)CC3)c2)c(C)c1
  9.8	.	.	-10	1	.	.	-10	-39	-0.5	15
> O=C(COC(=O)c1ncc(Cl)c(Cl)c1Cl)NC1CCCCCC1
  -0.1	197	.	2	15	-1.4	0.3	-11	0	2.2	-4
> CC(=O)Nc1cc2c(cc1NC(=O)Cn1nnc(-c3ccc(C)o3)n1)OCCO2
  -1.6	-1	1	-7	9	-3.9	-1.2	-5	9	4.7	-5
> CCCn1nnnc1NCc1ccc(F)cc1
  -0.3	5	-15	-3	-2	-0.9	-0.2	-8	2	2.0	8
> CO/N=C(\C(=O)N[C@@H]1C(=O)N2C(C(=O)O)=C(COC(N)=O)CS[C@H]12)c1ccco1
  -1.6	31	14	-10	1	-0.4	-3.0	10	9	63*	-13
> CC(=O)N1c2ccc(S(=O)(=O)N3CCC(C(=O)Nc4ccc(C)cn4)CC3)cc2CC1C (stereo unspecified)
  -1.5	0	22	-15	-1	1.4	1.5	1	8	2.3	-9
> O=C1C=C(c2ccccc2)C(O)(c2ccccc2)C1 (stereo unspecified)
  1.2	-14	12	3	-4	2.2	2.2	5	-7	2.5	13
> CCC1CCCCN1CCCNC(=O)c1nn(C)c2c1CS(=O)(=O)c1ccccc1-2 (stereo unspecified)
  -1.9	53	-1	5	-10	-0.3	2.2	5	10	1.4	12
> O=C(Cn1cccc1C(=O)c1ccccc1)NCc1ccc(F)cc1
  -1.4	2	17	-4	-4	1.1	-0.8	-5	7	-0.9	17
> O=C(Nc1ccc(S(=O)(=O)N2CCOCC2)cc1)c1ccc([N+](=O)[O-])s1
  9.3	-5	-2	-6	-5	0.7	0.7	0	-61	4.5	-10
> COCCCNC(=O)c1cc(S(=O)(=O)N2CCOCC2)ccc1SCc1cccc(OC)c1OC
  -1.0	-10	-11	4	-3	0.5	5.2	-2	5	0.8	-17
> O=C(NC1CCCCCC1)c1nnc(Cc2ccc(Cl)cc2)o1
  -0.4	12	-14	1	12	-2.6	0.1	-13	2	4.2	-27
> COc1ccccc1N(Cc1ccccc1)S(=O)(=O)c1cccc(C(=O)NCC2CCCO2)c1 (stereo unspecified)
  -1.8	-11	-30	-5	-2	-1.4	0.4	-7	7	-0.5	10
> C/C(=N\NC(=O)c1cccc(N/N=C(\C)c2ccccc2)c1)c1ccccc1
  0.3	-24	-13	5	-6	1.0	4.6	-2	-2	3.4	3
> Cc1ccc(NC(=O)c2ccc(Cl)nc2)cc1S(=O)(=O)N1CCOCC1
  -0.6	9	-14	-2	-8	1.1	3.7	-2	3	2.7	10
> CCc1c(C)nc(SCCOc2ccc(OC(C)C)cc2)[nH]c1=O
  0.6	-8	2	-10	-3	1.8	1.6	-6	-3	1.9	15
> COc1ccc(CCN(C)Cc2ccc(C(=O)Nc3ccccc3)cc2)cc1OC
  0.2	-14	3	-7	0	0.2	4.4	-5	-1	-0.1	15
> CCNCCNc1ccc(Cl)cc1[N+](=O)[O-]
  -2.8	34	65	-2	-3	1.0	2.0	3	14	8.0	1
> COc1ccc(C(c2nnnn2C(C)(C)C)N2CCN(C)CC2)cc1OC (stereo unspecified)
  -2.8	-3	29	-12	-11	-0.2	-0.2	-7	11	0.4	-4
> Cc1ccccc1C(=O)NNC(=O)c1cccn1C
  -0.1	-1	1	3	1	-0.9	-0.7	4	1	3.9	20
> O=C(CN1CCCC1c1cccs1)Nc1cc(S(=O)(=O)N2CCCC2)ccc1Cl (stereo unspecified)
  2.1	1	-8	-15	3	1.2	2.6	-8	-11	2.5	4
> CN(CC(=O)Nc1ccc(N2CCOCC2)cc1)C(=O)c1ccc(CS(C)(=O)=O)cc1
  -1.4	-18	.	-3	-5	-2.1	-1.3	-10	7	3.6	4
> CN(C)c1oc(-c2ccco2)nc1S(=O)(=O)c1ccc(Br)cc1
  -4.1	-9	.	-4	-1	1.1	2.1	-2	16	-0.1	15
> CC(=O)c1c(C)[nH]c(C(=O)NNC(=O)COc2cc(C)cc(C)c2)c1C
  -2.7	.	8	3	-7	.	.	-3	13	2.1	-4
> CC1(C)Cc2c(C#N)c(N3CCN(C(=O)c4ccco4)CC3)nc(Cc3ccccc3)c2CO1
  1.7	-5	-7	-10	20	-0.4	0.8	5	-10	1.1	-5
> Clc1ccc(N2CCN(/N=C/c3cccnc3)CC2)cc1
  -2.3	9	-8	0	-8	-1.7	-0.6	-11	11	2.8	0
> Cc1ccc(C2=CC(=O)C[C@H](c3ccc(F)cc3)C2)cc1
  6.8	3	-28	-6	3	2.3	3.2	-5	-37	5.3	-15
> Cc1sc2ncn(CC(=O)N3CCN(c4ccccn4)CC3)c(=O)c2c1S(=O)(=O)N1CCCCC1
  -0.7	-4	8	13	-4	1.4	3.3	-6	4	1.8	2
> N#C/C(=C\c1ccc(N2CCOCC2)c([N+](=O)[O-])c1)c1nc2ccccc2[nH]1
  0.0	6	4	-14	2	-0.9	-0.3	-11	0	4.8	0
> COC(=O)c1ccccc1NC(=O)c1cccc(COc2ccccc2Cl)c1
  -2.3	-7	28	-10	-2	3.0	1.9	0	12	0.2	-4
> O=C(Nc1ccc(Cl)c(Cl)c1)OCCNC(=O)c1ccncc1
  -2.2	34	11	-11	-1	0.2	1.5	-11	11	2.5	-6
> Cc1nc2ccc(NS(=O)(=O)c3ccc4c(c3)OCCO4)cc2s1
  2.0	-23	11	-6	4	2.8	3.4	0	-11	1.7	2
> CCOc1ccc(NC(=O)CN(C)C(=O)CSc2ccccc2)cc1OCC
  1.6	.	.	7	-5	.	.	2	-10	5.6	1
> CCOc1ccc(CC(=O)OCc2cc(=O)n3cc(Br)ccc3n2)cc1
  -0.4	.	.	-4	2	0.9	-0.9	-2	2	-0.4	12
> COc1cc(/C=C2\SC(N)=NC2=O)ccc1O
  -0.4	-8	18	-12	34	.	.	-3	2	-2.3	-6
> Cc1cccn2c(=O)c3cc(C#N)c(=NC(=O)c4ccncc4)n(CCCOC(C)C)c3nc12
  -2.4	8	0	-8	-3	3.7	4.4	-1	14	-0.7	-34
> COc1ccc(CNC(=O)CSc2nc3c(oc4ccccc43)c(=O)n2CC2CCCO2)cc1 (stereo unspecified)
  0.0	-18	2	-1	-4	0.3	0.2	4	0	1.5	7
> COCCNC(=O)Cn1cc(C(=S)N2CCCCC2)c2ccccc21
  -0.6	.	7	3	-5	-2.3	1.4	6	3	0.9	-3
> C=C[C@@H]1c2cccc(C)c2N(S(=O)(=O)c2ccc(C)cc2)[C@H](c2ccccc2)C1(C#N)S(=O)(=O)c1ccccc1 (stereo partly specified)
  -1.2	-9	-25	-7	-14	1.1	1.6	-9	5	2.7	-28
> Cc1ccc(S(=O)(=O)n2c(C)nc3cc(C)ccc32)cc1
  -1.2	-5	-8	2	-3	2.0	3.3	10	6	-2.1	-1
> COc1cc2c3c(c1)-c1c(sn(-c4cc(OC)ccc4OC)c1=S)C(C)(C)N3C(=O)C2=O
  -2.3	3	6	-1	-1	-1.1	0.3	7	11	2.8	-10
> COc1ccc(CCN2C(=O)NC(NS(=O)(=O)c3ccc(Cl)cc3)(C(F)(F)F)C2=O)cc1OC (stereo unspecified)
  -2.3	-10	-27	-6	-2	2.1	6.0	12	12	3.0	9
> CCC(C)NC(=O)CCSc1ccc(C)cc1 (stereo unspecified)
  -0.5	7	-13	0	3	-1.4	-1.5	4	4	1.2	4
> O=C(c1ccccc1)N1CCN=C1SCc1ccc([N+](=O)[O-])cc1
  -2.4	-12	9	-1	-10	-0.1	0.2	0	13	-1.2	-4
> O=C(O)c1ccc(NC(=O)C2CC=CCC2C(=O)O)cc1 (stereo unspecified)
  -3.3	354	-1	-5	-7	-0.2	0.9	-1	14	2.6	-7
> COC(=O)c1scc(C)c1NS(=O)(=O)c1ccc(NC(C)=O)cc1
  -3.8	-3	-1	1	-2	0.2	1.6	-5	20	2.5	2
